Bioassay records from PubChem.
D1 PAM: human D1 dopamine receptor positive modulation | P21728 | HEK293 TREx D1 cells, calcium flux, dopamine EC20 potentiation | potentiation, % at 10 µM | 360,000 tested, 0.036% active; in the data active = potentiation above about 30%; note: 0% is about no effect
Target sequence (P21728 whole entry, looked up): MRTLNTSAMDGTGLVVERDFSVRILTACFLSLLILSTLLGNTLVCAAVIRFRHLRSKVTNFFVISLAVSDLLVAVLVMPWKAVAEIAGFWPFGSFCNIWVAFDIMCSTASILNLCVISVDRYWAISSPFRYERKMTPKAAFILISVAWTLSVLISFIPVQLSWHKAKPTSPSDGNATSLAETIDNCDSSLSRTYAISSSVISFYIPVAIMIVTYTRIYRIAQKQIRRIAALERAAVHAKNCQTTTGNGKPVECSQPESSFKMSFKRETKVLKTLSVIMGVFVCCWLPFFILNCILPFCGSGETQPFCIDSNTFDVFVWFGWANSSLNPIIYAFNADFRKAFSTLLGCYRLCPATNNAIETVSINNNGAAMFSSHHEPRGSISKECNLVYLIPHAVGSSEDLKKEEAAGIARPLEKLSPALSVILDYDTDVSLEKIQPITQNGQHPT
RXFP1 ag: activates the human relaxin receptor RXFP1; Q9HBX9; HEK293T-RXFP1 cAMP TR-FRET, 30 min; response scale: percent of porcine relaxin response, buffer zero; Potency, µM (titrated, usually from 57.5 µM), for inactives: at the highest dose activation, most hits filed as activators; 370,000 tested, 0.3% active; AID 2676; active = well fitted activation curve with a large enough effect; inconclusive = small, poorly fitted or top-dose-only effect; note: potency is the fitted concentration of half-maximal effect; % is set by controls: 0 for no effect and ±100 for the full control effect; nearly all actives have a fitted effect of over 60% in size; many of its hits are not listed in these tables
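cAMP rise read by TR-FRET after 30 min, 37C compound exposure (up to 58 uM) in RXFP1-transfected HEK293 cells with Ro 20174 present. EC50 from Hill-equation fits, with 29 nM porcine relaxin as 100% and buffer as basal.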
D2 agonist: D2 dopamine receptor (human) agonism; P14416; HEK293 T-REx D2 cells, calcium flux agonist mode; activation, % at 2 µM; 340,000 tested, 0.53% active; AID 485358;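 active = activation over 3 SD above normal in the single-dose calcium agonist read, cut at about 30% in these data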; note: 0% is about no effect
Target sequence (P14416 whole entry, looked up): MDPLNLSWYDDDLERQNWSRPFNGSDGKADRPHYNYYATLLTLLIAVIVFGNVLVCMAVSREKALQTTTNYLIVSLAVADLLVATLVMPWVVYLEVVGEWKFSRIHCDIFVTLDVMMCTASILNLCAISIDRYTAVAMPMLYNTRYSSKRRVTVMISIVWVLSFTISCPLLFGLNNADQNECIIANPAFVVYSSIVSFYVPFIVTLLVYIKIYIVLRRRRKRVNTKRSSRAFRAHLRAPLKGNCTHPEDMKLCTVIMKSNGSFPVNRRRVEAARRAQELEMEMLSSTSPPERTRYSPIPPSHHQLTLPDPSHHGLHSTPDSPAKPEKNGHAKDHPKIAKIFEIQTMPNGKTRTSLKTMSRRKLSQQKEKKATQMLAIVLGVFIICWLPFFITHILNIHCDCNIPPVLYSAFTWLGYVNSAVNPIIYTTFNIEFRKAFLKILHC
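Agonism scored from kinetic calcium signal (1 read/sec, 180 s) following compound pin transfer, after a 10 s baseline. Cells: HEK293 Trex line expressing inducible D2 receptor coupled to calcium, dye-loaded after overnight culture at 30 C.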
D2 antagonist: antagonists of human D2 dopamine receptor; HEK293 TREx D2 cells, calcium flux, dopamine EC80; inhibition, % at 10 µM; 340,000 tested, 2% active; in the data active = inhibition above about 30%; note: 0% is about no effect
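Calcium mobilization kinetics were recorded at 1 s intervals in tetracycline-induced HEK293 T-REx D2 cells, first for 180 s after compound addition and then 180 s after EC80 dopamine.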
D1 agonist: human D1 receptor agonism; AID 504660; activation, % at 2 µM; P21728; 360,000 tested, 1% active; HEK293 T-REx D1 cells, calcium flux, agonist mode; in the data active = activation above about 30%; note: 0% is about no effect
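Tetracycline-induced HEK293 TREx D1 cells, force-coupled to calcium signalling, were dye-loaded with a no-wash calcium kit. Compound was pin-added after a 10 s baseline. Fluorescence was read kinetically at 1 cycle/s for 180 s, with calcium rises flagged as agonism.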
RXFP1 antag: RXFP1 (human) relaxin receptor antagonism; AID 1259400; Q9HBX9; 350,000 tested, 0.59% active; HEK293-RXFP1, relaxin-stimulated cAMP HTRF, 30 min; hits give low values; activity change, negative = inhibition, % at 57.5 µM;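 active = activity change of -60% or lower, but not beyond a set lower limit; inconclusive = change between -60% and -40%, or beyond the set limit; inactive = change above -40%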; note: % is set by controls: 0 for no effect and ±100 for the full control effect
TRHR PAM: TRH receptor (human) allosteric enhancement | P34981 | enhancement, % at 2 µM | TRHR cells, fluo-8 calcium fluorescence, EC20 TRH enhancement | AID 493056 | 360,000 tested, 0.66% active; in the data active = enhancement above about 30%; note: 0% is about no effect
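TRHR-expressing cells loaded with fluo-8 calcium dye were read kinetically (ex 480/em 530) during compound addition, then stimulated with an EC20 of TRH (10 nM final). Enhancement of the Gq-mediated intracellular calcium response was scored.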
D2 PAM: positive allosteric modulators of human D2 dopamine receptor; P14416; HEK293 T-REx D2, calcium flux, EC20 dopamine potentiation; potentiation, % at 10 µM; 340,000 tested, 0.34% active;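 active = potentiation over 3 SD above the plate norm, cut at about 30% in these data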; note: 0% is about no effect
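Potentiation of an EC20 dopamine calcium response measured kinetically over 180 s, after a preceding 180 s compound-only read flagging agonists. Cells: inducible Hek293 Trex D2 line, 4000/well, cultured overnight at 30 C before dye loading.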
D1 antag: blocks dopamine activation of the human D1 receptor | 360,000 tested, 3.2% active | HEK293 TREx D1 cells, calcium flux, dopamine EC80; hits give low values | activity change, negative = inhibition, % at 10 µM | AID 504652 | P21728; in the data active = activity change below about -30%; note: % is set by controls: 0 for no effect and ±100 for the full control effect
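Tetracycline-induced HEK293 Trex D1 cells, force-coupled to calcium, dye-loaded; compounds added and read 180 s, then EC80 dopamine added and calcium flux tracked kinetically another 180 s.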
* = called active by the depositor; ? = inconclusive; / = no result given; & = joins results of further samples.

mol,D2 PAM,D2 agonist,D1 antag,D1 PAM,TRHR PAM,D2 antagonist,RXFP1 antag,D1 agonist,RXFP1 ag
Cc1ccc(C2=CC(=O)CC(C)(C)C2)cc1,10,-0.7,/,2,5,-14,/,-2,-0.7%
COCCn1c(=O)[nH]c2cc(C(=O)OC)ccc2c1=O,12,0.6,17,-3,2,-5,-11,8,4.1%
O=C(c1ccncc1)N1CCN(C(=O)c2ccncc2)CC1,-3,-0.6,12,-1,-2,-3,-4,0,-1.1%
NC(=O)C1CCN(c2nc(-c3ccccc3-c3ccccc3)cs2)CC1,/,/,8,-6,8,/,/,3,0.2%
COc1ccccc1N1CCN(C2CCCN(C(=O)c3cscn3)C2)CC1 (configuration not stated),-7,0.2,3,2,0,-14,-1,-1,-0.8%
CCc1ccc(OCCCC(=O)Nc2ccc(N3CCCCC3)cc2)cc1,-2,0.5,0,-4,-7,14,0,0,0.7%
COc1ccc(C)cc1NC(=O)COC(=O)c1ccc2c(c1)OCO2,-8,-0.3,-10,8,8,-2,16,6,13%
COc1ccc2cc3cc(C(=O)N4CCN(c5ccccn5)CC4)oc3nc2c1,-6,-1.1,-7,-10,-2,4,11,1,11%
O=C(CCc1ccccc1)Nc1nc2c(F)cc(F)cc2s1,/,/,-5,-2,3,/,-7,0,3.3%
O=C(c1cnc2ccc(Cl)cc2c1Cl)N1CCOCC1,-3,-0.6,-7,0,6,-8,-1,0,0.8%
CCN(CC)Cc1csc(C(N)=O)c1,-6,0.0,6,-2,4,-1,3,6,-0.7%
CC1=C(C(=O)OCC2CCCCC2)C(c2ccc(Cl)cc2Cl)CC(=O)N1 (configuration not stated),0,-0.1,5,0,6,/,/,2,-1.2%
Cc1ccc(-n2ncc3c(NC4CCCCC4)ncnc32)cc1C,-6,0.1,-3,0,2,/,-12,0,1.2%
CCOC(=O)c1ccccc1NCN1C(=O)CSC1=O,-17,0.8,3,0,-3,-25,-20,2,-0.4%
c1ccc(-c2ccccc2OCCOCCN2CCCCC2)cc1,-25,-0.5,-47*,-11,3,87*,-15,24,-1.5%
COc1ccc(S(=O)(=O)N2CCN(C(=O)c3cnc(C)cn3)CC2)cc1,3,1.5,6,-3,4,-6,1,-1,0.8%
Cc1cc(C)nc(N2CCCC(C(=O)NCc3cccs3)C2)n1 (configuration not stated),19,1.2,0,1,30*,0,19,1,0.5%
CCCOC(=O)c1c(-c2ccc(C)cc2C)csc1NC(=O)C1C2CCC(O2)C1C(=O)O (configuration not stated),4,-0.5,26,-4,9,-13,5,1,2.2%
CC(C)c1ccccc1OCCNC(=S)NC(=O)c1cccnc1,10,0.4,26,0,-3,-15,-8,3,-1.4%
COc1c(OC)c(O)c2c(=O)c(O)c(-c3ccccc3)oc2c1OC,4,2.7,6,1,-2,-11,-34,25,-0.3%
Cn1c(=O)[nH]c(=O)c2c1nc(CN1CCOCC1)n2CCc1ccccc1,-4,0.6,12,-3,3,7,1,0,2.1%
COc1ccc(-c2cc(C(F)F)n3ncc(C(=O)n4ccnc4C)c3n2)cc1,12,0.0,2,-3,3,8,28,1,3.4%
COC(=O)C(C)Sc1nnc(Cc2cc(=O)[nH]c(=O)[nH]2)n1-c1cccc(OC)c1 (configuration not stated),/,/,6,-6,-1,/,/,3,-1.0%
COc1cc(SC)ccc1C(=O)NCCOc1ccc(C)c(C)c1,-9,-0.3,0,7,0,-6,/,12,-0.8%
c1coc(-c2nc(-c3ccco3)c(-c3ccco3)nc2-c2ccco2)c1,4,-0.6,-11,-6,1,-10,-28,1,2.0%

Later entries.
mol,D2 PAM,D2 agonist,D1 antag,D1 PAM,TRHR PAM,D2 antagonist,RXFP1 antag,D1 agonist,RXFP1 ag
Cc1ccc(Nc2c3c(nc4nncn24)CCC3)cc1C,9,-0.3,2,3,-2,/,-1,2,8.1%
O=C(CSc1nc2ccccc2o1)Nc1ccc(N2CCOCC2)cc1,7,-0.1,-44*,-2,1,-2,-7,5,-0.2%
CCOC(=O)c1cc(C(=O)OCC)cc(-n2cc(O)c(C(=O)OCC)n2)c1,-13,-0.2,-8,1,-4,-17,-13,0,2.3%
CCOc1ccccc1NC(=O)CCn1nc(C)c(S(=O)(=O)N2CCCCC2)c1C,-1&-5,-0.1&0.9,-5&3,-4&1,-4&0,-8,29&3,0&-1,-2.8%&-0.3%
COc1ccc(OC)c(NC(=O)CSc2n[nH]c(-c3ccccc3Cl)n2)c1,-4,-0.4,12,1,-3,/,-22,12,12%
CN(C)CCCN1CC(C(=O)O)CC1=O (configuration not stated),3,1.0,8,-4,5,12,5,4,-0.3%
O=S(=O)(NCCSc1ccccn1)c1ccc(Cl)cc1,12,-1.5,8,-2,2,17,5,4,-0.1%
CCCCC(c1nnnn1CCOC)N1CCN(Cc2ccccc2)CC1 (configuration not stated),-14,-0.1,-21,3,0,-1,11,5,-1.9%
O=C(Nc1cccc2ncccc12)c1ccc(OCc2ccccc2)cc1,2,-0.6,-17,-2,-3,-17,-2,7,0.2%
CCc1nc(N2CCN(C(C)=O)CC2)c2c3c(sc2n1)CC(C(C)(C)C)CC3 (configuration not stated),17,-0.3,8,-7,0,13,-6,-3,1.0%
CCCCN(C)C(=S)Nc1ccsc1C(=O)OC,0,-1.9,-2,-2,-5,1,-21,8,0.6%
COc1ccc(C(=O)Nc2ccc3ccccc3c2)cc1,-3,-1.8,4,2,1,-10,-3,7,0.9%
CCCc1[nH]nc2c1C(CCc1ccccc1)C(C#N)=C(N)O2 (configuration not stated),12,-0.2,-1,-3,1,-4,2,4,2.4%
CCOC(=O)c1c(S(=O)(=O)N2CCCC(C(=O)NCc3cccc(OC)c3)C2)c(C)n(C)c1C (configuration not stated),13,/,8,-2,1,/,3,1,2.9%
COc1ccc(/C=N/NC(=O)C(=O)NCc2cccnc2)cc1OC,3,0.2,-10,-4,-2,33*,4,2,1.5%
Cc1ccc(N2C(=O)C(CC(=O)Nc3ccc(F)cc3)N(Cc3ccc4c(c3)OCO4)C2=O)cc1 (configuration not stated),-26,-0.4,1,-4,0,/,/,2,1.5%
CC(C)(C)NS(=O)(=O)c1ccc(OCC(=O)Nc2ccc3c(c2)OCCO3)cc1,11,0.7,-30*,-7,-1,-4,4,4,-0.1%
O=C1Nc2cc(C(=O)N3CCC(N4CCCCC4)CC3)ccc2S/C1=C\c1ccccc1,-4,1.5,-23,-4,-2,5,8,19,0.1%
COc1ccc(-c2nc3n(n2)C(=O)CC(c2ccc(Cl)cc2)S3)cc1 (configuration not stated),-2,-1.7,4,-2,-3,/,-13,-2,0.6%
CC1Cc2cc(/C(O)=C3/C(=O)C(=O)N(CCCn4ccnc4)C3c3ccco3)ccc2O1 (configuration not stated),3,0.5,13,3,-2,-3,1,1,8.4%
COc1ccc(-c2csc(N3CCC(C(N)=O)(N4CCCCC4)CC3)n2)cc1,3,-0.6,0,0,-12,-13,-21,4,0.4%
COc1cc(/C=C2/C(=O)NN(c3ccc(F)cc3)C2=O)cc([N+](=O)[O-])c1O,0,-0.1,-15,-1,-4,-12,-12,5,-3.9%
Cc1ccc(CCNC(=O)c2ccc(CSCc3ccccc3C)o2)cc1,-7,-0.6,-13,-3,-6,/,?,23,3.0%
O=C(CSCc1ccc(Br)cc1)N1CCCC1,-4,2.2,10,-5,-8,12,-2,1,3.1%
CCn1c(C(=O)N2CCC(C(=O)N3CCN(c4ccc(OC)cc4)CC3)CC2)cc2sccc21,-21,0.2,-10,-3,-1,/,-27,12,-0.7%

(cont.)
mol,D2 PAM,D2 agonist,D1 antag,D1 PAM,TRHR PAM,D2 antagonist,RXFP1 antag,D1 agonist,RXFP1 ag
O=C(CNC(=O)c1ccco1)N=Nc1c(O)n(CCc2ccccc2)c2ccccc12,4,0.0,-12,-8,-4,9,1,1,1.6%
CC1CC(N(C(=O)C2CC2)c2ccccc2)c2ccccc2N1C(=O)C1CC1 (configuration not stated),1,-0.5,1,1,-7,-2,-14,2,2.1%
CCOC(=O)c1c(C)[nH]c(C)c1S(=O)(=O)N1CCC(C(=O)NCc2ccc(C)cc2)CC1,-4,-0.7,-21,-2,10,/,/,0,0.1%
COc1ccc(Oc2nc3c(C)cccn3c(=O)c2/C=C(\C#N)c2nc3ccccc3[nH]2)cc1,-3,0.5,-25,0,-4,/,2,1,5.2%
Cc1ccc2nc(-c3ccc(NC(=O)CSCC(=O)O)cc3)sc2c1,-12,2.6,-12,-9,-10,-8,-7,4,11%
CN1C(=O)C2(c3ccccc31)C1CCCC=C1C(C#N)=C(N)C2(C#N)C#N (configuration not stated),1,3.0,5,0,-1,-5,6,12,0.7%
COC(=O)C(Cc1ccc(O)cc1)NC(=O)C1CCN(S(=O)(=O)c2ccc(C)cc2)CC1 (configuration not stated),12,1.5,-10,-1,3,0,-6,1,1.2%
COc1ccc(NS(=O)(=O)c2cc(OCC(N)=O)c(C)cc2Cl)cc1,-15,-0.3,-5,-1,9,-6,-1,4,0.6%
CC(=O)c1nn(-c2ccc(OC(F)(F)F)cc2)nc1Nc1ccc(Cl)cc1,-4,1.4,2,-2,-4,/,2,8,-0.2%
CC1(C)CC(CCN)(Cc2ccccc2Cl)CCO1 (configuration not stated),12,0.1,2,5,4,-4,-7,3,3.0%
COCCN(C(=S)Nc1cc(C)cc(C)c1)C(C)c1ccco1 (configuration not stated),-9,-0.3,4,12,-10,5,6,0,1.2%
O=C(NCc1ccccc1Cl)C(=O)NCC1OCCN1S(=O)(=O)c1ccc(F)cc1 (configuration not stated),-16,-0.7,-1,1,-6,4,-6,7,-1.1%

Single records, from the list above.
Profile of O=C(CSc1nc2ccccc2o1)Nc1ccc(N2CCOCC2)cc1 : D2 PAM: 7; D2 agonist: -0.1; D1 antag: -44*; D1 PAM: -2; TRHR PAM: 1; D2 antagonist: -2; RXFP1 antag: -7; D1 agonist: 5; RXFP1 ag: -0.2%
Profile of COc1ccc(/C=N/NC(=O)C(=O)NCc2cccnc2)cc1OC : D2 PAM: 3; D2 agonist: 0.2; D1 antag: -10; D1 PAM: -4; TRHR PAM: -2; D2 antagonist: 33*; RXFP1 antag: 4; D1 agonist: 2; RXFP1 ag: 1.5%
Profile of O=C(CSCc1ccc(Br)cc1)N1CCCC1 : D2 PAM: -4; D2 agonist: 2.2; D1 antag: 10; D1 PAM: -5; TRHR PAM: -8; D2 antagonist: 12; RXFP1 antag: -2; D1 agonist: 1; RXFP1 ag: 3.1%

Not all compounds are listed, so the mix of outcomes need not match the whole.
